# Bioassay records as filed in PubChem BioAssay.
# Avidin bead fluor: green autofluorescence of compounds with avidin beads – biophysical, 488/530 nm, flow cytometry, artefact control, profiling panel | compound fluorescence 488/530 nm; hits give high values | fluorescence (KMESF) at 10 µM | 0.38% of 220,000 active; in the data active means fluorescence above about 47; further: inactives centre near 10
# ABCG2 block: ABCG2 efflux pump inhibitors, primary screen, multiplex with ABCB1, IgMXP3 cells, flow cytometry; inhibition, % at 6.6 µM; JC-1 efflux; 0.1% of 190,000 active; Broad substrate specificity ATP-binding cassette transporter ABCG2 (Homo sapiens), Q9UNQ0;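 active means inhibition above 80%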;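 further: 0% = DMSO and 100% = nicardipine control wells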
# Target sequence (Q9UNQ0 whole entry, looked up): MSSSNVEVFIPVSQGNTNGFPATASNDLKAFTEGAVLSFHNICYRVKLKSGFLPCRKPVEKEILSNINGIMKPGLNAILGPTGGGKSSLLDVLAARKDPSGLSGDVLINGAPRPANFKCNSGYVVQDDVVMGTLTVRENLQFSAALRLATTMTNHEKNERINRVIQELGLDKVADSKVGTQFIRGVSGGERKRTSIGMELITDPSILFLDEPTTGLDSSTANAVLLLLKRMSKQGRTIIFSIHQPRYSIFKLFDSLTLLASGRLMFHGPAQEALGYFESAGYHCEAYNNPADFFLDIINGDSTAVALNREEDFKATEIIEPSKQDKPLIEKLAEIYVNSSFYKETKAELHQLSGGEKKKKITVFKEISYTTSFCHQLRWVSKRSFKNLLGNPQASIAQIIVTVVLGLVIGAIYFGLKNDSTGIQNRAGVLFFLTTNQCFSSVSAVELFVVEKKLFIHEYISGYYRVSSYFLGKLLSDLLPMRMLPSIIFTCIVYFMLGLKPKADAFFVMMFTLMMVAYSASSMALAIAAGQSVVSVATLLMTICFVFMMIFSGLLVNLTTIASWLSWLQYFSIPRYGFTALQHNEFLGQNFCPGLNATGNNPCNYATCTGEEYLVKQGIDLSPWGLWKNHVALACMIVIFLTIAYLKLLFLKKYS
#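 Test system: ABCG2 IgMXP3 and barcoded ABCB1 CCRF-Adr cell mix; Schedule: cells with compound and JC-1, 10 min at 25 °C, rotating, no wash; Technique: flow cytometry of retained JC-1 fluorescence; Measure: % inhibition of efflux relative to nicardipine and DMSO; Controls: nicardipine high and DMSO low controls.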
# RGS8-Gao: RGS8-Galphao binding modulators, primary screen, biochemical, multiplexed bead flow cytometry | 0.34% of 220,000 active | AID 1423, 2008 | actives lie on both sides | response (percent of control binding), % at 10 µM | Guanine nucleotide-binding protein G(o) subunit alpha (Homo sapiens), P09471; in the data active means response below about 60% or above about 140%; inactive means in between;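 further: Galphao activated as the GDP aluminium fluoride complex binding bead-coupled RGS8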
# Mcl1 Bid PPI: Mcl-1/Bid binding inhibitors, primary screen, biochemical, TR-FRET, 1536-well; inhibition, % at 21.7 µM; 0.97% of 220,000 active; TR-FRET Mcl-1/Bid-Dy647 peptide binding;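 active means compounds that cut the binding signal by more than half at the single screening dose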;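 further: His-tagged Mcl-1 with europium anti-His antibody binding Bid BH3 peptide; 0% = Mcl-1 plus peptide wells and 100% = peptide-only wells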
# Target sequence (Q07820 whole entry, looked up): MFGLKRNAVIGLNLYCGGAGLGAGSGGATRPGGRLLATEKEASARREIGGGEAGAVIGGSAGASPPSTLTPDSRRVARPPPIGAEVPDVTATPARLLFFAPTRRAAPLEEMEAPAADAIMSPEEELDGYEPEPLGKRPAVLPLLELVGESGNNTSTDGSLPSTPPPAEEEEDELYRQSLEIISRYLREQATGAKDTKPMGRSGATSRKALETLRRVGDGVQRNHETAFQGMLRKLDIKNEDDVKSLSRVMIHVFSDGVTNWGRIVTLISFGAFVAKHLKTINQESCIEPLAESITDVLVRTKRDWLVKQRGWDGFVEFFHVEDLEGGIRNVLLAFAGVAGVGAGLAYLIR
# Mcl1 Noxa PPI: Mcl-1/Noxa binding inhibitors, primary screen, biochemical, TR-FRET, 1536-well. TR-FRET Mcl-1/Noxa peptide binding, 2 h. AID 1022, 2008. inhibition, % at 21.7 µM. Induced myeloid leukemia cell differentiation protein Mcl-1 (Homo sapiens), Q07820. 1.5% of 220,000 active;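 active means compounds that cut the protein-peptide binding signal by more than 50% relative to plate controls in a single-dose test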;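 further: His-tagged Mcl-1 with rhodamine Noxa BH3 peptide and terbium anti-His antibody; 0% = Mcl-1 plus Noxa peptide wells and 100% = peptide-only wells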
# ABCB1 inh: ABCB1 efflux pump inhibitors, primary screen, cell-based, multiplex, flow cytometry, ABCG2 counter-screen; ATP-dependent translocase ABCB1 (Homo sapiens), P08183; CCRF-Adr cells, JC-1 efflux; inhibition, % at 6.6 µM; 0.067% of 190,000 active; AID 1326, 2008; in the data active means inhibition above about 40%;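 further: 0% = vehicle and 100% = reference inhibitor; higher value means more JC-1 retained so stronger ABCB1 efflux block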
# Mcl-1 Bim block: inhibitors of Bim peptide binding to Mcl-1, primary screen, biochemical, bead-based flow cytometry, multiplex; inhibition, % at 10 µM; Induced myeloid leukemia cell differentiation protein Mcl-1 (Homo sapiens), Q07820; AID 1009, 2008; 0.1% of 190,000 active; Bim peptide-Mcl-1 binding; in the data active means inhibition above about 40%;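 further: 0% = no compound tracer wells and 100% = peptide blocker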
# GSH fluor: compound fluorescence on glutathione beads, profiling panel, artefact control, biophysical, 488/530 nm, flow cytometry. GSH beads flow cytometry, compound fluorescence 488/530 nm; hits give high values. 0.25% of 190,000 active. fluorescence (KMESF) at 10 µM; in the data active means fluorescence above about 89;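 further: glutathione beads carrying GST-tagged Bcl family fusion proteins plus one bare bead set; values are compound well signal with DMSO vehicle wells as background; inactives centre near 16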
# RGS4-Gao reg: modulators of RGS4 binding to Galphao, primary screen, biochemical, multiplexed bead flow cytometry | Guanine nucleotide-binding protein G(o) subunit alpha (Homo sapiens), P09471 | actives lie on both sides | binding response (% of control), % at 10 µM | 0.33% of 220,000 active | AID 1415, 2008; in the data active means binding response below about 49% or above about 150%; inactive means in between;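 further: fluorescent Galphao activated with aluminum fluoride binding bead-coupled RGS4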
# Pf gametocyte: late stage P. falciparum gametocyte viability inhibitors, primary screen, ATP luminescence, HTS; P. falciparum stage V gametocytes, 24 h; inhibition, % at 10.9 µM; 0.065% of 150,000 active;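 active means inhibition above the mean plus 3 SD of compounds within the control limits, set per campaign, cut at about 38% in these data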;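 further: 0% = DMSO wells and 100% = medium only without gametocytes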
# RGS7-Gao: RGS7-Galphao binding modulators, primary screen, biochemical, multiplexed bead flow cytometry | Guanine nucleotide-binding protein G(o) subunit alpha (Homo sapiens), P09471 | actives lie on both sides | binding response (% of control), % at 10 µM | 0.35% of 220,000 active | AID 1439, 2008; in the data active means binding response below about 49% or above about 150%; inconclusive means no clear call, values can overlap the other calls; inactive means in between;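 further: fluorescent Galphao held in activated GDP-AlF4 state binding bead-coupled RGS7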
# * hit, by the source's call; ? = inconclusive; . = no result given.
SMILES,Avidin bead fluor,ABCG2 block,RGS8-Gao,Mcl1 Bid PPI,Mcl1 Noxa PPI,ABCB1 inh,Mcl-1 Bim block,GSH fluor,RGS4-Gao reg,Pf gametocyte,RGS7-Gao
O=C(O)c1cccnc1SC1CC(=O)N(c2ccc(OC(F)F)cc2)C1=O (stereo not given),20,.,100,9,13,.,.,.,92,5,?
O=C(O)c1sccc1S(=O)(=O)c1ccccc1,5,1,98,12,21,0.3,12,37,99,17,98
CCc1nc(C)ccc1OCC(=O)O,4,0,93,22,20,0.2,-1,36,90,-1,93
O=C(NCc1ccco1)C1CCCN(S(=O)(=O)c2ccccc2)C1 (stereo not given),13,1,102,-65,-29,0.2,5,12,97,.,102
COc1ccc(-n2nc(C(=O)NCC(=O)NCCCN3CCCCCC3)c3ccccc3c2=O)cc1Cl,14,4,101,8,16,0.2,-2,7,101,21,?
CCN(C(=O)c1c(OC)cccc1OC)c1nnc(-c2cccnc2)s1,35,2,103,-4,-12,0.7,-11,27,101,.,100
CCOc1ccc(NC(=O)C2CCN(c3nnnn3-c3ccccc3)CC2)cc1,.,2,.,-6,11,0.9,-4,19,.,-1,.
O=c1c2c3c(sc2nc2n1CCC2)CCCC3,8,.,101,-33,-21,.,.,.,104,-6,?
COC(C[C@@H](O)CC(=O)[C@H](C)OCc1ccccc1)OC,9,.,98,-31,9,.,.,.,98,.,?
CCCCn1nc2cc(C(=O)NCC34CC5CC(CC(C5)C3)C4)ccc2c1OCC,12,12,98,-34,4,1.8,0,58,97,-1,98
CC(=O)Nc1ccc2nc3c(=O)n(C)c(=O)n(C)c3nc2c1,5,.,90,-21,58*,.,.,.,92,-23,?
CCOC(=O)C1CCCN(CCC(=O)Nc2ccccc2C)C1 (stereo not given),11,2,98,-23,16,0.3,-2,10,95,-10,95

# Two successive compounds from above:
SMILES,Avidin bead fluor,ABCG2 block,RGS8-Gao,Mcl1 Bid PPI,Mcl1 Noxa PPI,ABCB1 inh,Mcl-1 Bim block,GSH fluor,RGS4-Gao reg,Pf gametocyte,RGS7-Gao
CCCCn1nc2cc(C(=O)NCC34CC5CC(CC(C5)C3)C4)ccc2c1OCC,12,12,98,-34,4,1.8,0,58,97,-1,98
CC(=O)Nc1ccc2nc3c(=O)n(C)c(=O)n(C)c3nc2c1,5,.,90,-21,58*,.,.,.,92,-23,?

# Other results follow:
SMILES,Avidin bead fluor,ABCG2 block,RGS8-Gao,Mcl1 Bid PPI,Mcl1 Noxa PPI,ABCB1 inh,Mcl-1 Bim block,GSH fluor,RGS4-Gao reg,Pf gametocyte,RGS7-Gao
COc1ccccc1Nc1ncnc2ccccc12,14,3,96,-7,-2,0.2,-2,10,105,.,101
COC(=O)C1=C(C(=O)OC)[C@@H]2N(C)c3ccc(OC)cc3[C@@]23C[C@@H](C(=O)OC)N(C(=O)C2CCC2)C3=N1,8,.,107,-91,-20,.,.,.,105,.,?
CC(NC(=O)CSC(=S)N(C)C)C12CC3CC(CC(C3)C1)C2 (stereo not given),13,1,99,-5,21,0.3,-2,12,98,.,99
CC(C)Sc1nc(O)c(Cc2ccccc2)c(=O)[nH]1,13,7,105,-3,5,0.3,0,12,102,-7,102
NS(=O)(=O)c1ccc(NS(=O)(=O)c2ccc(NC(=O)c3ccc(-c4ccccc4)cc3)cc2)cc1,373*,-1,110,54*,27,-0.3,1,13,106,9,113
O=C(CSc1ccc(-c2ccccn2)nn1)Nc1nccs1,7,2,100,-39,-10,-0.5,7,11,99,2,?
O=c1[nH]c2ccccc2nc1-c1ccc(Cl)cc1,9,.,98,-44,20,.,.,.,103,-4,?
CC(=O)c1cccc(NC(=O)CCS(=O)(=O)c2cccc3nsnc23)c1,9,1,100,-11,32,0.3,-2,24,95,29,99
O=C(CCc1nnc(C2CCCCC2)o1)N1CCN(C2CCCCC2)CC1,11,6,101,-12,-4,1.1,0,11,102,-11,101
C=CCSc1nnc(-c2cc(C(C)(C)C)nn2Cc2ccc(F)cc2)n1C,7,.,101,-26,9,.,.,.,96,-19,?
Nn1nnc2ccccc21,8,.,100,-35,3,.,.,.,96,.,?
CCOCCCNC(=S)N1CCN(CC)CC1,9,9,101,7,16,1.0,0,16,101,-7,104
O=C(COC(=O)CC12CC3CC(CC(C3)C1)C2)Nc1ncc(Cl)cc1Cl,8,1,100,6,28,0.3,-3,12,99,-24,101
CCOC(=O)c1ccc2[nH]cc(C(C)=O)c(=O)c2c1,7,2,98,14,17,-0.1,-3,13,95,-11,96
CN(C)c1ccc(N=Nc2ccccc2C(=O)OCC(=O)N(C)c2ccccc2)cc1,12,23,101,-29,11,1.7,0,12,101,1,102
Cn1c(N)c(C(=O)COC(=O)C2CCC(C(C)(C)C)CC2)c(=O)n(C)c1=O (stereo not given),31,0,104,30,3,-0.1,-1,19,102,-22,103
Cc1cc(S(=O)(=O)N2CCCC2)ccc1OCC(=O)NCc1ccco1,24,29,100,-9,7,0.5,-1,27,100,.,100
O=C(c1ccccc1)c1ccc2nc(Nc3ccccc3)c3nncn3c2c1,7,.,99,24,-14,.,.,.,99,-19,?
O=C(c1ccco1)N1CCN(CCCCOc2ccc(F)cc2)CC1,7,4,105,5,18,0.8,-4,25,102,.,99
O=C1c2ccccc2C(=O)N1CCc1c[nH]c2ccc(O)cc12,9,5,99,-30,14,0.7,-7,53,99,5,96
CN1CCN(CCCNC(=O)c2ccc(Cn3c(=S)[nH]c4ccc(Br)cc4c3=O)cc2)CC1,25,2,105,-28,17,0.4,-3,12,101,-14,101
Cn1c(SCC(=O)N2CCOCC2)nnc1-c1ccccc1,11,2,100,-33,13,0.1,0,15,99,.,101
Cc1ccc(NC(=O)N2CCCC(C(=O)O)C2)cc1 (stereo not given),8,.,98,-25,4,.,.,.,98,16,?
Cc1cc(-c2ccccc2)nc(-c2ccccc2)c1C,10,2,99,-25,8,-0.5,-3,11,99,7,92
Cc1cnc2cc([N+](=O)[O-])ccc2n1,1,7,100,-13,21,1.0,-5,6,94,-2,94
COc1ccc(-c2csc(NC(=O)CN3C(=O)CCC3=O)n2)c(OC)c1,16,2,100,-30,4,0.0,-4,20,102,9,105
CCOc1ccc(-c2cc(CCCC(=O)NCCCOC)no2)cc1,6,8,97,-21,13,1.2,-3,26,99,10,100
CC(=O)NC(CC(=O)NC(C)c1ccc(Cl)cc1Cl)c1ccccc1 (stereo not given),10,1,103,5,15,0.2,-3,25,101,0,101
Cc1snc(S(=O)(=O)/C(C#N)=N\Nc2ccccc2)c1C#N,14,5,102,-12,24,-0.1,2,36,103,.,103
CN1C/C(=N\S(=O)(=O)c2ccccc2)N(C)C1=O,5,7,99,-5,4,0.9,0,26,99,-20,101
CCOC(=O)N1CCN(C(=O)CNS(=O)(=O)c2cccs2)CC1,33,1,100,-2,14,0.3,0,21,96,.,99
Cc1ccc(CN(CC(=O)NC(C)(C)C)C(=O)CNC(=O)c2cccs2)cc1,7,0,94,-5,40,0.1,5,19,96,-22,94
CCOC(=O)C1=C(O)C(=O)N(c2ccc(S(N)(=O)=O)cc2)C1c1ccc(Br)cc1 (stereo not given),3,.,96,-99,-15,.,.,.,89,-22,?
Cc1nc(NC(C)C(=O)O)c2nc(C)oc2n1 (stereo not given),30,0,103,-8,9,0.0,0,9,105,8,104
Cc1c(Br)c([N+](=O)[O-])nn1CC(=O)Nc1ccc(Cc2ccncc2)cc1,5,5,102,-5,14,1.1,-6,20,99,-3,101
N#CCCNC(=O)CCN1CCOCC1,7,2,100,-23,16,0.3,2,4,104,22,99
CC(C)C[C@H](NC(=O)c1nc[nH]c1C(=O)N1CCN(c2ccccc2)CC1)C(=O)OC(C)(C)C,10,.,93,-68,-30,.,.,.,94,-1,?
COC(=O)N/N=C(\C)c1ccco1,10,-2,102,-19,4,-1.0,0,15,102,.,102
C=CCNC(=O)COC(=O)c1cc(S(=O)(=O)N2CCOCC2)ccc1N1CCCCC1,10,1,101,-34,7,0.2,2,8,99,.,99
O=C(NCc1ccc2c(c1)OCO2)C1CCCN1S(=O)(=O)c1ccc(Cl)cc1 (stereo not given),10,-1,98,-15,-10,0.1,0,10,100,-21,99
O=C(Nc1ccc(S(=O)(=O)N2CCCCCC2)cc1)c1ccco1,9,7,105,-20,27,0.5,-2,12,100,.,102
O=C(/C(=C/O)N=Nc1ccccc1)c1ccc(Cl)cc1,14,3,99,-10,25,0.1,-2,10,99,2,99
C/C(=N\NC(=O)c1csc(C)c1C)c1ccc(Cl)s1,9,1,100,-8,-5,-0.1,0,8,101,.,97
Cc1nn(CC2CC2)c(=O)n1-c1ccc(C(C)C)cc1,9,5,102,-25,4,0.7,0,21,102,-17,?
CSc1ccc(Cl)c(C(=O)NCCOc2ccccc2)c1,19,1,100,-21,10,0.4,0,18,103,.,103
CCCCNC(=S)NNC(=O)c1ccc(Br)o1,3,9,97,-81,-4,0.3,-5,12,93,4,94
O=c1[nH]c2sc3c(c2c(=O)n1Cc1ccccc1)CCC3,12,2,88,-57,23,0.0,2,24,97,.,96
Cc1cc2oc(=O)cc(CN3CCN(Cc4ccc5c(c4)OCO5)CC3)c2cc1C,9,3,102,-6,8,1.0,.,42,100,.,98
Cc1cc(NC(=O)CSc2nc3ccccc3c(=O)n2-c2ccccc2)no1,9,2,104,9,-17,0.2,-1,10,100,-6,102
CCOC(=O)c1cc(C#N)c(N2CCN(C(=O)c3ccccc3)CC2)nc1C(F)(F)F,5,.,101,-10,3,.,.,.,101,-11,?
CC(C)c1nc(N2CCOCC2)c(C#N)c2c1CCC2,33,1,100,-1,6,0.3,-3,16,102,-9,98
O=C(Nc1nc2ccccc2[nH]1)c1ccc(Cl)c(S(=O)(=O)N2CCCC2)c1,6,1,100,-63,-58,0.4,5,52,95,.,95
CCOC(=O)c1sc(-c2ccccc2)cc1NC(=O)Nc1ccccc1,9,1,121,-3,-7,0.0,9,13,112,0,114
COc1cccc(CN2CCN(c3nc4nonc4nc3N3CCCCC3)CC2=O)c1,3,14,97,3,0,9.0,0,13,96,9,97
COc1ccccc1Oc1nc2ccccn2c(=O)c1/C=C(\C#N)C(=O)Nc1c(C)n(C)n(-c2ccccc2)c1=O,4,.,102,-44,-3,.,.,.,109,-15,?
CCNC(=O)CCSc1nc2cc(Cl)ccc2o1,4,3,79,-3,2,0.8,0,28,92,.,92
